# High-throughput results (PubChem BioAssay)
# 5HT1a ag = human 5-HT1a receptor agonists, primary screen, cell-based, CHO, Ga15 NFAT-bla reporter | actives 0.56% (n = 65,000) | AID 567, 2006 | activation, % at 10 µM | CHO 5-HT1a Ga15 NFAT-bla reporter, FRET ratio; 0% basal, 100% maximal reference agonist | 5-hydroxytryptamine receptor 1A (Homo sapiens), P08908;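 active = activation above the screen-wide mean activation plus 3 SD, cut at about 19% in these data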;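 also: 0% = DMSO wells and 100% = 5-CT at EC100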
# Target sequence (P08908 whole entry, looked up): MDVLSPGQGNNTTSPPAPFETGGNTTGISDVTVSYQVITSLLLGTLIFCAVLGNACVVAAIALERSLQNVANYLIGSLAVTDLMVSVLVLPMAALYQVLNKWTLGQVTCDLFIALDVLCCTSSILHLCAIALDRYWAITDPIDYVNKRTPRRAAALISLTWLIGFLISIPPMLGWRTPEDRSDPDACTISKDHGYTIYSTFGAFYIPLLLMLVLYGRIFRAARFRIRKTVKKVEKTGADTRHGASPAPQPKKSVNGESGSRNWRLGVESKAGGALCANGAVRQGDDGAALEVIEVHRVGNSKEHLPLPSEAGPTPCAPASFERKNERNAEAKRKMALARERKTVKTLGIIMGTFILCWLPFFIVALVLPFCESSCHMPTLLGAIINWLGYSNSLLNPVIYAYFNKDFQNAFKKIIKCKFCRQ
# HEK293 NFkB inh = inhibitors of PMA/ionomycin-induced NF-kB reporter, primary screen, antigen receptor NF-kB inhibitor project, cell-based, HEK-293 luciferase reporter, luminescence. HEK-293 NF-kB luciferase reporter. inhibition, % at 3 µM. actives 0.21% (n = 62,000);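 active = inhibition above the mean of all tested compounds plus 3 SD, cut at about 40% in these data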;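 also: 0% = stimulated DMSO wells and 100% = 10 µM reference inhibitor 5653914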
#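 Signal: luciferase luminescence; Material: HEK-293 cells with stable firefly luciferase reporter driven by four HIV NF-kB elements; Probe or stimulus: PMA with ionomycin; Replication: tested once; Times: 1 h compound pretreatment, then 16 h stimulation at 37 °C, 5% CO2; Benchmarks: DMSO and 10 µM reference inhibitor; Evaluation: per-plate % inhibition versus controls.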
# S1P1 ag-PAM = S1P1 agonists and agonism potentiators, primary screen, cell-based, primary and confirmation screens, CRE-bla reporter; Sphingosine 1-phosphate receptor 1 (Homo sapiens), P21453; actives 0.57% (n = 56,000); activation, % at 9.5 µM; S1P1 CRE-bla cells, forskolin, beta-lactamase FRET, potentiator mode; S1P1 agonist co-added at EC20, 2 nM; 100% = saturating reference agonist, 0% = basal; AID 449, 2006;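 active = activation above a cutoff set at the mean activation of all tested compounds plus 3 SD, cut at about 54% in these data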;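 also: forskolin at 4 µM as EC80 and the EC20 agonist is SEW2871; 100% = SEW2871 at its EC100 plus forskolin at EC80; some compounds past the cut are filed as inactive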
# Target sequence (P21453 whole entry, looked up): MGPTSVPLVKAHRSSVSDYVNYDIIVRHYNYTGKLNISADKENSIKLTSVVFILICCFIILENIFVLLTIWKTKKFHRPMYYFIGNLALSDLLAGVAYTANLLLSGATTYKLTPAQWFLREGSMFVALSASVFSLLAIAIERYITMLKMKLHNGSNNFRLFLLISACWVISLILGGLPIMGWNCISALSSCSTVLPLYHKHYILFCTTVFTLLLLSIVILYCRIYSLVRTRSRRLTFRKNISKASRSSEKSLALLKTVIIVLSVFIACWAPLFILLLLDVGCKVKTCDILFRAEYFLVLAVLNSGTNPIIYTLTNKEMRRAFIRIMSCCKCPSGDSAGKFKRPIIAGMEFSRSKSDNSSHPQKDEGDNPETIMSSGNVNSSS
# 5HT1E ag = 5-HT1E receptor agonists, primary screen, cell-based, HTS. activation, % at 6 µM. actives 0.69% (n = 65,000). CHO 5-HT1E Ga15 NFAT-bla reporter, FRET; 0% DMSO wells, 100% control agonist wells. AID 574, 2007;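 active = activation above a set limit, the screen-wide mean activation plus 3 SD, cut at about 8.5% in these data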;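 also: 100% = positive control agonist at 1 µM giving full maximal response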
# S1P3 agonist = human S1P3 receptor agonists, primary screen, cell-based, primary and confirmation, NFAT-BLA reporter | actives 0.1% (n = 60,000) | AID 373, 2006 | activation, % at 4.5 µM | S1P3 NFAT-BLA reporter cells, agonism, FRET ratio; relative to 1 µM S1P, basal subtracted | Sphingosine 1-phosphate receptor 3 (Homo sapiens), Q99500;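 active = activation above the screen-wide mean plus 3 SD, cut at about 4.5% in these data, passing the limit was not always enough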; also: some compounds called inactive have numbers as strong as hits
#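 Assay system: CHO cells stably expressing human S1P3, Gα16 and NFAT-β-lactamase reporter. Timing: overnight plating, 4 h compound 37 °C, 2 h substrate RT. Signal: β-lactamase FRET emission ratio 460/535 nm. Measure: percent activation versus median 1 µM S1P response, basal-subtracted, per plate. Repeats: primary screen single test, confirmation screen in triplicate.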
# HTR1E antagonist = 5-HT1E receptor antagonists, primary screen, cell-based, HTS; 5-hydroxytryptamine receptor 1E (Homo sapiens), P28566; CHO 5-HT1E Ga15 NFAT-bla reporter, FRET, antagonist; inhibition, % at 6 µM; actives 0.99% (n = 65,000); AID 571, 2007;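 active = inhibition above a set limit, the mean inhibition across every tested compound plus 3 SD, cut at about 29% in these data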;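 also: signal is the 460 over 535 nm emission ratio of beta-lactamase substrate; 0% = agonist plus DMSO wells and 100% = wells without agonist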
# Jurkat tox 60K = cytotoxicity toward Jurkat T cells, primary screen, cytotoxicity control, cell-based, Jurkat E6.1, 60K MLSMR library | inhibition, % at 4 µM | AID 463, 2006 | actives 1.2% (n = 56,000) | Jurkat E6.1 viability, ATP luminescence, 48 h;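 active = inhibition above the mean inhibition of all tested compounds plus 3 SD, cut at about 28% in these data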
# 5HT1a antag = human 5-HT1a receptor antagonists, primary screen, cell-based, CHO, Ga15 NFAT-bla reporter; 5-hydroxytryptamine receptor 1A (Homo sapiens), P08908; CHO 5-HT1a Ga15 NFAT-bla reporter, antagonist mode; inhibition, % at 10 µM; actives 0.68% (n = 62,000);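 active = inhibition above the mean of all tested compounds plus 3 SD, cut at about 43% in these data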;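 also: receptor stimulated by 5-CT agonist at 100 nM near EC80; beta-lactamase reporter measured by ratiometric fluorescence of a cleavable substrate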
# D1 allo mod = D1 CRE-luciferase signal change, two-sided – cell-based, HEK293 D1, dopamine EC30, D1 allosteric modulator project, primary screen. B-score at 10 µM. actives 5.9% (n = 58,000). D(1A) dopamine receptor (Homo sapiens), P21728. dopamine EC30 potentiation; actives deviate in either direction;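 active = luminescence count or its row- and column-corrected plate score outside the 99.7% band of the plate's sample wells, on either side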
# The depositor's hits bear a star; x = not tested or not shown.
SMILES,5HT1a ag,HEK293 NFkB inh,S1P1 ag-PAM,5HT1E ag,S1P3 agonist,HTR1E antagonist,Jurkat tox 60K,5HT1a antag,D1 allo mod
Nc1nc(-c2ccc3c(c2)CCCC3)cs1,0.7,-34,x,0.4,x,-6,x,2,-1.8
COc1ccc(C(=O)NCC(=O)OCC(=O)NC(=O)NC2CCCCC2)cc1OC,-1.6,13,0,-0.2,-0.7,0,-4,4,1.4
Cc1cccc(Nc2n[nH]c(=S)s2)c1C,-0.7,10,x,-1.3,x,-5,x,9,0
CCn1c(SC)nnc1-c1sc2cc(Cl)ccc2c1Cl,-1.9,1,11,-0.4,-0.9,0,4,17,-0.49
CNC(=O)CN1C(=O)c2ccccc2S1(=O)=O,-1.0,17,-19,0.4,0.6,3,0,7,0.69
Cc1cc(=O)oc2cc(OC(C)C(=O)Nc3nccs3)ccc12 (stereo not drawn),-0.1,10,-18,0.5,0.0,-1,6,-7,4.6*
O=c1[nH]c(NCc2ccccc2)nc2c1CCC2,0.3,12,-7,-0.1,-0.2,-14,-6,-6,-0.39
Cn1cnnc1SCC(=O)NC(=O)NC1CCCC1,-2.7,6,-5,-0.2,1.0,-7,-5,-5,0.64
COCCN(C(=O)C1CC1)c1nnc(-c2cccc(C)c2)s1,-2.9,14,43,-0.6,-0.4,8,-2,15,-0.3
Cc1nc2ccc(S(=O)(=O)NCC(=O)NCc3ccc4c(c3)OCO4)cc2s1,-0.1,9,1,0.0,-0.7,2,6,-4,-0.72
Cn1c(C(=O)N2CCN(Cc3ccc4c(c3)OCO4)CC2)cc2c(=O)n(C)c3ccccc3c21,0.5,16,8,-0.3,-1.0,2,1,-10,0.48
CCn1c(CNC(=O)c2ccccc2)nc2ccccc21,-2.5,-2,1,0.9,-1.0,4,0,14,-0.12
O=S(=O)(Nc1cc(Cl)ccc1N1CCCCC1)c1cccs1,-2.1,7,15,-0.4,0.8,24,15,29,29*
COc1ccc(C)cc1NC(=O)CN(c1ccccc1F)S(C)(=O)=O,0.3,-3,x,-0.1,-0.6,-2,0,5,0.23
Cc1ccc(Cl)cc1N1CCN(Cc2nnnn2Cc2ccco2)CC1,0.1,1,-17,0.5,-1.3,5,-6,17,-0.016
COC(=O)Cc1c(C)nc2nc(-c3cccnc3)[nH]n2c1=O,1.9,9,2,0.2,-0.3,-5,1,-12,x
O=C1[C@@H]2[C@H](Cc3ccc(O)cc3)N[C@]3(C(=O)Nc4ccccc43)[C@@H]2C(=O)N1c1ccc(F)cc1,-3.5,-4,-17,-0.5,-0.5,-1,-14,-2,-0.51
CCOC(=O)c1ccc(NS(=O)(=O)c2cc(C)ccc2OC)cc1,1.6,10,14,1.2,-1.0,-2,10,-1,x
CCC(C)(C)n1nnnc1C(c1ccc(O)c(OC)c1)N1CCN(c2nc3ccccc3s2)CC1 (stereo not drawn),-0.4,15,5,25*,-0.7,5,6,26,0.45
COc1cccc(C(=O)CN2C3=NCCCN3c3ccccc32)c1,-4.7,9,-7,-0.9,-0.6,-1,7,25,-1
CCOC(=O)CNS(=O)(=O)c1cc(-c2nn(C)c(=O)c3ccccc23)ccc1C,1.9,x,-48,0.1,-1.4,-6,x,x,x
CCn1cc(S(=O)(=O)CC(=O)Nc2ccc3c(c2)OCO3)c2ccccc21,0.0,9,18,1.0,-0.8,0,-4,5,-0.086
CC1CCCC(C)N1C(=O)c1cc(-c2cccs2)on1 (stereo not drawn),-3.4,-17,-22,0.3,-0.5,-6,2,0,-0.79
COc1ccc(-c2cc3ccccc3n2CC(O)CN2CCOCC2)cc1 (stereo not drawn),-2.7,20,x,0.2,x,-6,x,4,x
O=C(NC1CCCCC1)Nn1c(-c2ccccc2)nc2ccccc2c1=O,-1.7,x,-6,0.9,-0.4,-9,x,x,x

# Looked up by compound from the list above (2):
SMILES,5HT1a ag,HEK293 NFkB inh,S1P1 ag-PAM,5HT1E ag,S1P3 agonist,HTR1E antagonist,Jurkat tox 60K,5HT1a antag,D1 allo mod
CCOC(=O)c1ccc(NS(=O)(=O)c2cc(C)ccc2OC)cc1,1.6,10,14,1.2,-1.0,-2,10,-1,x
COC(=O)Cc1c(C)nc2nc(-c3cccnc3)[nH]n2c1=O,1.9,9,2,0.2,-0.3,-5,1,-12,x

# Continuation.
SMILES,5HT1a ag,HEK293 NFkB inh,S1P1 ag-PAM,5HT1E ag,S1P3 agonist,HTR1E antagonist,Jurkat tox 60K,5HT1a antag,D1 allo mod
COc1cccc(N2CCN(CC(=O)Nc3nc4c(s3)CC(C)CC4)CC2)c1 (stereo not drawn),-3.5,8,2,1.0,0.1,-14,-2,-5,-0.58
COCC(C)NC(=O)c1cc(-c2ccc(OC)c(OC)c2)on1 (stereo not drawn),-3.5,1,-5,0.6,0.1,-12,-6,6,2.6
COCCN1Cc2cccc(C(=O)NC3CCCCCC3)c2C1=O,0.4,22,-6,0.4,-0.4,8,-2,-18,5
CCOC(=O)C1C(=O)N(C(=O)c2ccc(OC)cc2)CC1c1ccccc1 (stereo not drawn),-1.6,7,37,-0.3,-0.6,7,0,5,-0.8
Oc1ccc(Nc2nc(-c3ccc(O)cc3)cs2)cc1,0.3,11,10,0.1,0.0,-1,3,11,-0.72
Cc1c(O)ccc(C(=O)CN2C(=O)c3ccccc3C2=O)c1O,2.5,12,2,-0.5,-0.5,-1,-17,9,x
COCc1ccc2oc(C(=O)O)cc2c1,-3.5,0,-8,0.5,0.4,-10,-7,-9,x
Cc1cc(C(=O)NC2=NCCS2)cs1,-1.6,-47,-11,0.7,0.4,-3,-8,-2,-2.4
C=C(C)CSc1nnc(-c2ccccc2)n1N,0.9,7,x,42*,-1.6,-4,-3,0,1.3
COc1ccc(NC(=O)C2CCN(S(=O)(=O)c3cccnc3)CC2)cc1Cl,0.1,-8,-28,1.3,-1.2,-10,-3,-12,-0.099
Cc1ccc(CNC(=O)c2ccc(NS(=O)(=O)c3c(C)noc3C)cc2)cc1,-2.0,12,-12,-1.6,-0.2,3,0,7,-0.55
CCC(C)Sc1nc2c(c(=O)n1C)SC(C)C2 (stereo not drawn),1.2,13,-28,1.2,-0.3,7,7,-50,3.9*
CCOC(=O)c1c(C)c(C(=O)Nc2cc(OC)ccc2OC)c(C)n1CC,0.4,10,-28,8.0,-0.6,21,35*,2,3.1*
O=C(COc1ccccc1)Nc1nnc(-c2ccccc2)o1,-2.0,-3,-19,1.1,1.0,-6,-15,-4,x
CCOc1ccc(S(=O)(=O)Nc2cccc(Cl)c2)cc1,-2.5,13,18,0.0,-1.0,15,28,16,-0.039
CCCCCCn1c(CN2CCCCC2C)nc2c1c(=O)n(C)c(=O)n2C (stereo not drawn),-2.7,11,8,-0.8,0.0,-5,2,14,-1.2
CN(c1ccccc1)S(=O)(=O)c1ccc(C(=O)OCC(=O)N2CCOCC2)cc1,-2.6,14,4,-0.6,-0.6,7,6,-9,-0.09
COc1ccc(CNC(=O)c2cc3c(=O)n4ccccc4nc3n(Cc3ccco3)c2=N)cc1,-2.3,1,-39,0.2,0.2,3,-4,8,1.7
CCOC(=O)C1=C(C)Nc2nc3ccccc3n2C1c1ccncc1 (stereo not drawn),2.3,6,-9,0.5,-0.6,6,4,-3,0.91
Cc1onc(-c2ccccc2Cl)c1C(=O)Nc1ccccc1C(=O)NC(C)C,0.8,7,x,-0.9,0.1,2,3,-4,-0.55
CCOc1cccc2cc(C(=O)N3CCc4ccccc43)c(=O)oc12,-1.3,13,14,-0.5,-2.0,1,0,-4,0.3
Cn1c(Cc2cccs2)nnc1SC/C=C/c1ccccc1,-0.4,10,-3,0.0,0.4,1,-3,20,0.088
CNc1oc(C)nc1S(=O)(=O)c1ccc(C)cc1,-2.8,-8,-26,0.1,-0.9,-7,-8,-12,1.2
CCCC1(CCC)NC(=O)N(CC(=O)Nc2cccc(OC)c2)C1=O,-1.9,15,8,-0.6,0.7,5,-3,4,-1.5
O=C(CSc1nnc2scc(-c3ccccc3)n12)Nc1nsc(-c2ccccc2)n1,1.7,10,-8,-0.3,-1.1,11,-8,-2,2.5
SMILES,5HT1a ag,HEK293 NFkB inh,S1P1 ag-PAM,5HT1E ag,S1P3 agonist,HTR1E antagonist,Jurkat tox 60K,5HT1a antag,D1 allo mod
CCn1nnnc1-c1ccc(OC)c(S(=O)(=O)NCc2ccccc2)c1,1.3,11,7,1.4,0.3,-10,-4,-9,-0.66
c1ccn2c(CNc3ncnc4sccc34)nnc2c1,0.6,12,-1,-0.3,-0.8,-3,5,-12,0.024
CCOC(=O)c1c(C)n(C)c2c(C)cc(O)c(OC(C)=O)c12,-1.1,16,x,0.3,-0.9,0,-1,-1,0.32
CSc1ccc(-c2nnn(Cc3ccccn3)n2)cc1,-1.3,-14,7,-1.2,0.1,-1,2,2,-0.69
C1CCC(n2nnnc2CN2CCN(C3CCCC3)CC2)CC1,2.6,0,-3,-0.1,1.0,-9,-3,2,-0.82
COc1ccccc1NC(=O)CCC(=O)Nc1nnc(C(F)(F)F)s1,-3.1,8,-9,0.1,-0.3,-8,-2,-8,-0.93
CC(C)CCN1CC(C(=O)NC(C)C)CC1=O (stereo not drawn),0.5,19,-11,-0.7,0.5,-8,-7,-14,-1.3
CCOc1cc2[nH]c(=S)n(CCCOC)c(=O)c2cc1OCC,0.3,10,x,-1.2,x,7,x,-10,x
CCOC(=O)c1ccc(Nc2nnc3nc(C)cc(C)n23)cc1,-0.1,11,3,-0.1,-0.8,-1,2,0,0.25
CCOC(=O)C1CCCN(CC(=O)Nc2c(C(=O)OC)[nH]c3ccc(Cl)cc23)C1 (stereo not drawn),-2.0,6,-2,1.1,0.5,11,6,-5,1.5
COc1ccc(Cl)cc1NC(=O)CN(C(=O)c1ccco1)C1CCCCC1,0.6,3,23,-0.5,-0.6,7,-4,36,x
COC(=O)c1[nH]c2cc(OC)ccc2c1N,-3.6,20,-7,-0.1,-1.1,2,-8,11,-0.28
CN1CCN(CC#CCn2c3ccccc3c3ccccc32)CC1,-0.7,7,10,1.7,1.2,-5,0,-18,-1.7
O=C(CN(C(=O)CCC(=O)Nc1nccs1)c1ccccc1F)NCC1CCCO1 (stereo not drawn),-5.3,7,-16,-0.5,-1.5,-8,-6,-5,-0.79
COc1ccccc1NC(=O)CN1CCN(S(=O)(=O)c2ccc(Br)cc2)CC1,-5.4,4,-26,0.2,-0.8,0,0,11,0.29
